Source: PubChem
SMN2 splice up = qHTS Assay for Enhancers of SMN2 Splice Variant Expression; HEK293 SMN2-luciferase splicing reporter, luminescence, 30-36 h; Potency, µM (series often up to 46.1 µM), without a hit: top-dose activity change, positive = activation, hits mostly activators; hit rate 2.8% among 210,000; note: % of control where 0% means no effect; nearly all actives have a fitted effect of over 55% in size
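qHTS luciferase splicing reporter: luminescence rises when SMN2 exon 7 is included in transfected HEK293 cells. Compound exposure lasted 30-36 h at 37C, with 4.5 mM final sodium butyrate as control, followed by a ONE-Glo read.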
JMJD2E inh = qHTS Assay for Inhibitors of Human Jumonji Domain Containing 2E (JMJD2E); AID 2147, 2009; hit rate 1.6% among 230,000; Potency, µM (series often up to 57.1 µM), for the others: at the highest dose activity change, negative = inhibition, usual class: inhibitors; JMJD2E catalytic domain, FDH-coupled NADH fluorescence (FDH is formaldehyde dehydrogenase); active = well fitted inhibition curve with a large enough effect, not every such curve was filed as active; inconclusive = small, poorly fitted or top-dose-only effect, or another doubt; inactive = no such curve, though single readings can be large or run the other way;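 note: 0% = wells with enzyme and -100% = buffer wells without enzyme; nearly all actives have a fitted effect of over 50% in size; many of its hits are not listed in these tables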
TR SRC2 fluor cs = Total Fluorescence Counterscreen for Inhibitors of the Interaction of Thyroid Hormone Receptor and Steroid Receptor Coregulator 2. TRb/SRC2 Texas Red total fluorescence interference. Potency, µM (top dose mostly 106 µM), for the others: at the top dose fluorescence change, negative = quenching. hit rate 0.29% among 280,000; active = well fitted curve in either direction with a large enough effect; inconclusive = small, poorly fitted or top-dose-only effect; note: % is set by controls: 0 for no effect and ±100 for the full control effect
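Human TRb ligand-binding domain at 0.6 uM with 20 nM Texas Red SRC2 peptide in Tris buffer containing 1 uM T3 and 5% DMSO, incubated with compound 5 h at ambient temperature. Total fluorescence (555/632 nm) calculated as parallel + 2 × perpendicular.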
RECQ1 inh = qHTS Assay for Inhibitors of RecQ-Like Dna Helicase 1 (RECQ1). RECQ1 DNA unwinding, red fluorescence kinetic read. Potency, µM (series often up to 57.3 µM), for inactives: top-dose activity, negative = inhibition, actives largely listed as inhibitors. hit rate 0.54% among 240,000. ATP-dependent DNA helicase Q1 (Homo sapiens), P46063;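 note: plate controls were vehicle for no effect and no enzyme for full effect; nearly all actives have a fitted effect of over 30% in size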
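50 nM RECQ1T1 preincubated 15 min with compound in Tris pH 8.0 buffer with MgCl2, DTT, Tween-20 and 2.5 ug/ml poly(dI-dC); started with 200 nM TAMRA/BHQ-2 forked duplex and 2 mM ATP. Unwinding read as fluorescence (525/598 nm), two reads 2 h apart.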
GoLoco inh red = qHTS Assay for Inhibitors of RGS12 GoLoco Motif Activity (Red Fluorophore); Guanine nucleotide-binding protein G(i) subunit alpha-1 (Homo sapiens), P63096; Gai1:RGS12 GoLoco peptide FP, rhodamine, 10 min; Potency, µM (highest dose often 61.6 µM), without a hit: at the highest dose activity, negative = inhibition, hits mostly inhibitors; hit rate 0.44% among 230,000; AID 880, 2007; active = well fitted inhibition curve with a large enough effect, not every such curve was filed as active; inactive = no such curve, though single readings can be large or run the other way; note: % is set by controls: 0 for no effect and ±100 for the full control effect; nearly all actives have a fitted effect of over 30% in size; many of its hits are not listed in these tables
Target sequence (P63096 whole entry, looked up): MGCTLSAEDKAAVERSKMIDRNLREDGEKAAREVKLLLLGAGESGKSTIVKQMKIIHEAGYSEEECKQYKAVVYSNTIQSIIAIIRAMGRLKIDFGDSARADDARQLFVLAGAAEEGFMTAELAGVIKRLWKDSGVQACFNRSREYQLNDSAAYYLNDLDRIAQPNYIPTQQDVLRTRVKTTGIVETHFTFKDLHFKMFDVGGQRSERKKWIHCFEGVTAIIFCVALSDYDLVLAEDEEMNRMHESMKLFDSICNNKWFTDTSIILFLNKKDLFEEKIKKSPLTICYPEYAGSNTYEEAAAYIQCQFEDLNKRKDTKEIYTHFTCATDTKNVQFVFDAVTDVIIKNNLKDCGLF
TRb SRC2 PPI = qHTS for Inhibitors of the Interaction of Thyroid Hormone Receptor and Steroid Receptor Coregulator 2 | Thyroid hormone receptor beta (Homo sapiens), P10828 | TRbeta-SRC2 peptide binding, fluorescence polarization; receptor liganded with 1 µM T3 | Potency, µM (titrated, usually from 106 µM), for inactives: top-dose activity change, negative = inhibition, most hits filed as inhibitors | hit rate 0.065% among 280,000 | AID 1469, 2008;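 note: plate controls were bound peptide for no effect and peptide without receptor for full effect; nearly all actives have a fitted effect of over 50% in size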
Target sequence (P10828 whole entry, looked up): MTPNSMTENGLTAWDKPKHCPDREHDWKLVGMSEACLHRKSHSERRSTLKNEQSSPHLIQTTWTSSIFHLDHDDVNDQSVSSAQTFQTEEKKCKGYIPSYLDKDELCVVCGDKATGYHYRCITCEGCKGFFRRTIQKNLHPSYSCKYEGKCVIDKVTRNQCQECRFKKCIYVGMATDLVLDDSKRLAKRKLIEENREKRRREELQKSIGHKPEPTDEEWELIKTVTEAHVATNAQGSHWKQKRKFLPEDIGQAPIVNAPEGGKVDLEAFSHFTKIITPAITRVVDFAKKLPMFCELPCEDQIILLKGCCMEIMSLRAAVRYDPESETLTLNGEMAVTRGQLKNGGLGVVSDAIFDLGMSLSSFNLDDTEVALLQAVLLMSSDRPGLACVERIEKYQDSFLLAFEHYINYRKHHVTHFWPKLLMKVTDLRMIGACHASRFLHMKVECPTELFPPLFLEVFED
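Human TRb LBD (0.6 uM) plus Texas Red-labeled SRC2 peptide (20 nM), 1uM T3, 5% DMSO, 5 hr at ambient temperature. Decreased polarization (555/632 nm) flags inhibition; data normalized to free and bound peptide controls.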
LMNA splice mod = qHTS Assay for Modulators of Lamin A Splicing | HeLa LMNA splicing GFP/RFP minigene ratio, 48 h | Potency, µM (titrated, usually from 46.1 µM), for inactives: at the top dose ratio change, negative = inhibition, hits mostly inhibitors | hit rate 0.01% among 200,000 | AID 1487, 2009; active = well fitted inhibition curve with a large enough effect in the signal ratio, with a control signal flat, not every such curve was filed as active; inconclusive = small, poorly fitted or top-dose-only effect, or effect the other way, or a change in a side signal; the % refers to the signal ratio; note: % is set by controls: 0 for no effect and ±100 for the full control effect
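Read-out is the ratio of GFP to DsRed2 object intensity, acquired by 488 nm laser-scanning cytometry on HeLa lamin A-EGFP minigene reporter cells. Compound incubation 48 hrs at 37 °C in Opti-MEM with 2% FBS; DMSO 0.5% final.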
ALDH1A1 inh = qHTS Assay for Inhibitors of Aldehyde Dehydrogenase 1 (ALDH1A1); hit rate 7.3% among 220,000; Aldehyde dehydrogenase 1A1 (Homo sapiens), P00352; Purified ALDH1A1, NADH fluorescence, propionaldehyde substrate; Potency, µM (highest dose often 75.3 µM), for inactives: at the highest dose activity, negative = inhibition, actives largely listed as inhibitors; active = well fitted inhibition curve with a large enough effect, not every such curve was filed as active; inconclusive = small, poorly fitted or top-dose-only effect, or another doubt; inactive = no such curve, though single readings can be large or run the other way;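 note: plate controls were no enzyme wells and a reference inhibitor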
The depositor's hits bear a star; i = inactive; ? = inconclusive; / = no result given; [ ] = dose if it differs, or a comment. Unless noted, calls come from the whole dose curve; as a rule, active = well fitted curve in the direction sought with a large enough effect; inconclusive = small, poorly fitted or top-dose-only effect, or another doubt; inactive = no such curve, though single readings can be large; an effect the other way counts as inactive or inconclusive. Potency is the fitted concentration of half-maximal effect. A portion of the library; the hit share may differ from the screen's.

SMILES	SMN2 splice up	JMJD2E inh	TR SRC2 fluor cs	RECQ1 inh	GoLoco inh red	TRb SRC2 PPI	LMNA splice mod	ALDH1A1 inh
O=C(Nc1ccc(F)cc1)C(NC1CCCCC1)c1ccccc1 (stereo not drawn)	-10%	-2%	-3%	-18%	5%	-4%	0%[46 µM]	?
Cc1ccc(C(=O)N/C(=C/c2ccco2)C(=O)OCN2C(=O)c3ccccc3C2=O)cc1	-1%[1.84 µM]	6%	-2%	-10%	2%	7%	-12%	?
CC(C)(C)C(=O)Nc1cccc(-c2nc3ccccc3c(=O)o2)c1	-3%	0%	0%	-11%	2%	6%	2%	4%
Cc1ccc(Cn2cc(S(=O)(=O)c3ccc(C(C)C)cc3)c(=O)c3cc4c(cc32)OCO4)cc1	/	?	-5%	-12%	/	8%	?	?
CN1CCN(C(=O)/C(=C\c2ccccc2)c2ccccc2)CC1	-4%	5%	2%	2%	6%	2%	-1%	10%
Clc1cc(Br)ccc1OCCCn1ccnc1	-14%	?	1%	0%	-2%	-5%	?	-14%
NNc1nc(NCc2ccccc2)nc(N2CCOCC2)n1	-31%[inhibitor]	5%	0%	-2%	-8%	4%	?	?
NC(=O)CCN1CCN(Cc2nc(C(c3ccccc3)c3ccccc3)no2)CC1	/	12%	-5%	5%	8%	7%	/	4%
CCCNNC(=O)C(O)(c1ccccc1)c1ccccc1	/	5%	3%	-1%	/	4%	?	7%
CCOc1ccc(-n2c(-c3ccccc3)c[n+]3c2CCC3)cc1	/	1%	2%	43%[activator]	6%	-2%	?	2%
Cc1ccc(-c2nc3ccccc3s2)cc1NC(=S)NC(=O)c1ccccc1	-6%	-14%	-5%	-7%	8%	-4%	-2%	10µM*
Cc1cc(C)cc(NC(=O)COC(=O)CN=C2NS(=O)(=O)c3ccccc32)c1	0%	-8%	-2%	i	5%	-1%	/	1%
O=C(Nc1cccc(C(=O)O)c1)Nc1ccccc1Cl	13µM*	-10%	1%	-1%	9%	0%	?	4%
O=C(/C=C/N1CCOCC1)c1coc2ccccc12	/	-16%	0%	-11%	/	4%	-5%	-8%
CCOc1ccc(S(=O)(=O)Nc2cc(C)ccn2)c2ccccc12	-31%[inhibitor]	3%	-2%	4%	8%	6%	0%	-5%
CCc1c(C)sc(NC(=O)c2cc(C)on2)c1C#N	26%	4%	0%	i	9%	-10%	2%	?
O=C(Nc1ccc([N+](=O)[O-])cc1)C(Cc1ccccc1)N1C(=O)c2cccc3cccc(c23)C1=O (stereo not drawn)	-2%	16%	-5%	i	36%[activator]	-6%	/	-9%
CC(C)COC(=O)Cc1c(O)c2ccccc2[nH]c1=O	11%	?	-7%	-8%	3%	-3%	2%	-12%
C=CCOc1ccc(-c2n[nH]c(=S)o2)cc1	/	?	-2%[53 µM]	18%	-1%	2%[53 µM]	24%[46 µM]	?
Cc1ccccc1OCCOc1cccc(/C=N/NC(=O)Cc2nnc(N)s2)c1	5µM*	2%	-1%	8%	6%	6%	?	4%
COc1ccc(C2CC(c3ccccc3)=NN2C(=O)COC(=O)c2cc(S(=O)(=O)N3CCOCC3)ccc2F)cc1 (stereo not drawn)	6%	?	4%	-5%	-4%	1%	5%	?
O=C(COc1ccccc1)Nn1c(-c2ccccc2)nc2ccccc2c1=O	-29%	-1%	0%	-2%	0%	-6%	-1%	4%
CC(C)(C)c1ccc(OCC(O)CN(CCO)CC(O)Cn2ccc3ccccc32)cc1 (stereo not drawn)	5%	0%	4%	-1%	9%	1%	-3%	5%
Cc1ccc(NC(=O)c2ccco2)cc1NC(=O)CSc1nnc(-c2cccs2)n1C	8%	3%	0%	-8%	4%	7%	-4%	5%
Cc1ccc(CNS(=O)(=O)c2ccc3c(c2)OCCO3)cc1	-23%	2%	-5%	2%	2%	-6%	?	-1%
CCn1c(=O)c([N+](=O)[O-])c(NCCCn2ccnc2)c2ccccc21	/	4%	-1%	-2%	3%	1%	/	/
c1ccc(-c2cc3c(-n4cccc4)ncnc3o2)cc1	-11%	?	-2%	-2%	12%	7%	5%	?
CCC(=O)N1CCN(c2ccc(NC(=O)c3ccc([N+](=O)[O-])o3)cc2Cl)CC1	-26%	11%	2%	-16%	10%	1%	/	14µM*
O=c1c2ccccc2c(C=Nc2ccc(Cl)cn2)c(O)n1-c1cc(Cl)ccc1N1CCOCC1	-17%	2%	6%	-3%	48%[activator]	-2%	-1%	2%
CC1SCC(NC(=O)c2ccc(Cl)cc2)CS1 (stereo not drawn)	/	3%	-2%	-5%	-2%	-2%	/	/
COC(=O)C1=C(C)Nc2ncnn2C1c1cccnc1 (stereo not drawn)	-7%	6%	0%	7%	-4%	9%	-2%	5%
O=S(=O)(Nc1ccccn1)c1cccc(S(=O)(=O)c2ccc(Br)cc2)c1	/	-12%	-4%	-10%	-16%	-1%	9%[46 µM]	?
O=C(CSc1nnc(Cc2ccccc2)o1)c1cc(F)ccc1F	/	-13%	0%	8%	5%	-2%	/	0%
Cc1ccc(N2C(=O)c3ccccc3C2C(=O)c2cc(C)ccc2O)cc1 (stereo not drawn)	13µM*	?	1%	-15%	-19%	-1%	?	?
O=C(N=C1SCC(=O)N1c1ccccc1Cl)c1ccccc1	13µM*	10%	10%	-23%	113%[activator]	12%	-8%[46 µM]	?
CCC(=O)Nc1cc(C(=O)NCC2CCCN2CC)c(OC)cc1N(C)C (stereo not drawn)	7%	1%	-5%	-15%	6%	-4%	-1%	8%
Cc1ccc(C2(C)NC(=O)N(CC(=O)Nc3cc(C)on3)C2=O)cc1 (stereo not drawn)	-2%	-2%	-1%	0%	-3%	2%	-2%	10%
Cc1ccc(/C=C/C(=O)NCCc2c[nH]c3ccccc23)o1	-4%	-6%	-4%	-2%	-10%	0%	8%[46 µM]	14µM*
O=C(COc1ccc(Cl)cc1Cl)NCCSc1ccc(Cl)cc1	-1%	-6%	-4%	-23%	4%	0%	-9%	-1%
COc1ccc(NC(=O)OCC(C)C)cc1OC	?	0%	2%	i	9%	1%	2%	3%
O=C(Nc1ccccc1Cl)N1CCN(c2ccc3nnc(-c4ccc(F)cc4)n3n2)CC1	-12%	?	-4%	-4%	2%	3%	?	?
COCCN=c1scc(-c2ccco2)n1/N=C/c1ccc(O)c(O)c1O	7%	22µM*	-19%	8.9µM*	63%[activator]	0%	-2%[46 µM]	8.9µM*
CCN(CC)S(=O)(=O)c1ccc(C(=O)N2CCN=C2SC)cc1	-15%	-3%	-3%	-6%	-12%	6%	-12%	?
COc1ccc(C(=O)NC(=S)NNC(=O)c2ccc(NC(C)=O)cc2)cc1Br	/	?	-5%	-11%	11%	3%	2%[46 µM]	?
CCN(CC)S(=O)(=O)c1ccc(C(=O)NNc2nc(-c3ccccc3)c3cc(Br)ccc3n2)cc1	-25%	14%	2%	-12%	2%	-7%	?	-1%
CC(NC(=O)c1cccs1)c1ccc2c(c1)OCO2 (stereo not drawn)	5%	12%	-2%	1%	0%	2%	-12%	9%
CCCn1c(-c2ccc(F)cc2)nc2c(NCC(C)(C)CN(C)C)nc(C)nc21	-7%	?	-3%	-4%	-2%	5%	/	?
C/C(=N\Nc1nnc2c3ccccc3n(C)c2n1)c1ccc(C)o1	-24%	-2%	-14%	-40%	-2%	-3%	-10%	-2%
CCCCN(C(=O)CSc1nnc(-c2ccc(OC)cc2)n1CC)c1c(N)n(Cc2ccccc2)c(=O)[nH]c1=O	-10%[1.84 µM]	4%	3%	-5%	-2%	-6%	?	14%
Cc1csc(NC(=O)C2CCCN(S(=O)(=O)c3cnc[nH]3)C2)n1 (stereo not drawn)	-1%	7%	1%	i	-15%	-11%	3%	1%
CC(C)C(NC(=O)CNC(=O)OC(C)(C)C)C(=O)NCc1ccccc1 (stereo not drawn)	10%	-2%	-3%	-2%	-1%	-9%	18%	8%
COc1ccc(C/C(C)=N\NC(=O)c2c[nH]c3ccccc23)cc1OC	/	16%	-2%	-1%	-2%	6%	/	/
COc1ccc(C2/C(=C(\O)c3ccc4c(c3)OCCO4)C(=O)C(=O)N2Cc2ccco2)c(OC)c1 (stereo not drawn)	-10%	?	-6%	-4%	-25%	-1%	-23%	10%
N#CC1=C(N)NC(=S)C(C(N)=O)C1c1ccc([N+](=O)[O-])cc1 (stereo not drawn)	4%	?	-1%	i	-5%	0%	/	-17%
CC(c1ccccc1)N1C(=O)C2C3C=CC(C4CC34)C2C1=O (stereo not drawn)	-18%	10%	-3%	i	4%	-5%	14%[46 µM]	7%
CCc1ccc2nc(Nc3ccc(OC)cc3OC)c(C#N)cc2c1	/	2%	0%[53 µM]	-10%	16%	-5%[53 µM]	8%[46 µM]	9%
CCOc1ccc(Cn2ccnc2)cc1[N+](=O)[O-]	4%	-3%	1%	-3%	4%	9%	-16%	8%
CN(C)C(=O)Nc1ccccc1CC[N+](=O)[O-]	16%	2%	2%	-4%	4%	2%	-4%[9.22 µM]	?
COCc1[nH][nH]c(=O)c1C=Nc1ccc(C(F)(F)F)cc1	16%	-3%	-1%	-1%	-11%	4%	?	9%
Nc1ccc(Nc2nc(-c3cccs3)cs2)cc1	/	-2%	5%	8%	8%	1%	-8%[46 µM]	-3%
